TRPC4 block: TRPC4 (mouse) channel inhibition | Q9QUQ5 | HEK293 TRPC4beta/mu-opioid, DAMGO-evoked Fluo4 calcium flux; hits give low values | B-score at 10 µM | 300,000 compounds, 0.39% hits;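 active means B-score over 3 SD under the library average, no early fluorescence shift, positive overall ratio signal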
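Material: HEK293 cells with stable TRPC4beta plus mu-opioid receptor expression / Probe or stimulus: DAMGO in two steps, submaximal then maximal / Compound: single concentration per test compound / Technique: kinetic Fluo4 fluorescence imaging of calcium influx / Read-out: per-well B score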
TMEM16A act: mouse TMEM16A channel activation, primary screen; Q8BHY3; HEK293 TMEM16A/YFP-H148Q/I152L, iodide quench fluorescence; hits give low values; B-score at 10 µM; 340,000 compounds, 0.3% hits;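 active means fluorescence-ratio B-score plate-corrected deviation score at least 3 library SD below zero, with starting fluorescence score within 5 deviations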;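 further: channel opened by trigger with iodide after compound preincubation; score built on the fluorescence ratio of max minus min over baseline; more negative score means more quench and so TMEM16A activation or potentiation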
TRPC6 activator: mouse TRPC6 channel activation; Q61143; HEK293-TRPC6 membrane potential dye fluorescence; hits give high values; B-score at 10 µM; 310,000 compounds, 0.13% hits; AID 2550;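 active means B-score of the integrated fluorescence ratio above library mean plus 3 SD, and starting fluorescence ratio within library mean plus 5 SD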;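 further: higher score means more depolarization so channel activation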
Target sequence (Q61143 whole entry, looked up): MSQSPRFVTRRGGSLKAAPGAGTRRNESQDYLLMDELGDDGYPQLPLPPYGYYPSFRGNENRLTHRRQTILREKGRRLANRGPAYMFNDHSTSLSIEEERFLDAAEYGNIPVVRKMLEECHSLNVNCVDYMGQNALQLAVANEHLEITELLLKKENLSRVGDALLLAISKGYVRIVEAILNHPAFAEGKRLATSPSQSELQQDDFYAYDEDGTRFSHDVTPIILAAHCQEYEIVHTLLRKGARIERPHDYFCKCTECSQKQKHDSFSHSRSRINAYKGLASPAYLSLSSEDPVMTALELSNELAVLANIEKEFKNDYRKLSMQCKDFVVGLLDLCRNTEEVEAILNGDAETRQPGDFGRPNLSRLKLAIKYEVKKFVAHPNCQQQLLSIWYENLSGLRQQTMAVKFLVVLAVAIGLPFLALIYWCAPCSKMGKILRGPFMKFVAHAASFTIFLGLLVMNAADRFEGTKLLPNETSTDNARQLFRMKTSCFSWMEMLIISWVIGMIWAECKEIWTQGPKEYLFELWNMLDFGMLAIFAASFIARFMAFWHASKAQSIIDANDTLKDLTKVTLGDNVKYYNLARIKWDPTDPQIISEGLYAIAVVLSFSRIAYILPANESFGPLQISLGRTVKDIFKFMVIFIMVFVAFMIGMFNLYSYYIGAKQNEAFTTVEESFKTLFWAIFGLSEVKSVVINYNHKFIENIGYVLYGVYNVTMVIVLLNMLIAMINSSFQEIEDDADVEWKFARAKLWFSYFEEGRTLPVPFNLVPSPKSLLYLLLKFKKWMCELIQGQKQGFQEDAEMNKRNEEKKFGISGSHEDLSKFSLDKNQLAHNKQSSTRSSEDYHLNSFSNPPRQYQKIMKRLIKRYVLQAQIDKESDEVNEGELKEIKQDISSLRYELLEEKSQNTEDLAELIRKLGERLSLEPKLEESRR
SKKanGAS inh: SKKanGAS growth inhibition | S. pyogenes SKKanGAS, kanamycin growth, BacTiter-Glo, 6 h | inhibition, % at 7.5 µM | 300,000 compounds, 1.3% hits | AID 1662;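 active means mean replicate score, as percent of positive control median, at least 50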;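 further: strain carries kanamycin resistance gene driven by streptokinase promoter and grows in 40 µg/ml kanamycin; loss of luminescence reflects streptokinase promoter inhibition or plain growth inhibition; 0% = median of DMSO wells and 100% = positive control at its reference dose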
ANO1 block: mouse TMEM16A channel inhibition, primary screen; normalized B-score (activity score, 25-100; higher = stronger inhibition) at 10 µM; AID 588511; 310,000 compounds, 1.2% hits; Q8BHY3; HEK293 TMEM16A/YFP iodide influx fluorescence, ionomycin;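 active means ratio plate-corrected score three or more library SD toward inhibition, starting fluorescence score within five deviations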;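 further: score derived from kinetic fluorescence span divided by baseline fluorescence per well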
MrgX1 agonist: activates human MrgX1 receptor signaling; MrgX1-HEK293 cells, Fluo-4 calcium fluorescence, agonist mode; hits give high values; B-score at 10 µM; 310,000 compounds, 0.44% hits;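 active means calcium response B-score plate-corrected fluorescence ratio at least 3 library SD, with starting fluorescence B-score inside 5 SD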
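times = overnight plating, then 30 min 37 °C plus 30 min room-temperature dye loading | assay system = stable human MrgX1 HEK293 cell line | input = fifteen thousand cells per well | signal = kinetic calcium dye fluorescence, Fluo-4 NW | dosing = compound delivered in addition one of three | read-out = B-scored fluorescence response ratio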
TRPC6 inhibitor: mouse TRPC6 channel inhibition | Q61143 | HEK293-TRPC6, membrane potential dye, ACh-evoked depolarization; hits give low values | B-score at 10 µM | 310,000 compounds, 1.1% hits;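 active means B-score under library mean minus 3 SD, initial fluorescence not abnormally high, positive integrated signal ratio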;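 further: B-score derived from integrated fluorescence ratio over the kinetic read; more negative B-score means stronger inhibition of depolarization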
MrgX1 allo act: allosterically activates human MrgX1 receptor signaling; MrgX1-HEK293, Fluo-4 calcium flux, FDSS; hits give high values; B-score at 10 µM; 310,000 compounds, 0.63% hits;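 active means plate-corrected calcium response at least 3 library SD above typical, normal starting fluorescence, not activating the receptor alone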;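 further: compound read alongside a low EC10 to EC30 dose of BAM8-22 agonist; peak minus trough fluorescence over baseline measured at the second addition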
TRPC4 act: TRPC4 (mouse) channel activation. HEK293 TRPC4beta/mu-opioid, Fluo4 calcium fluorescence; hits give high values. 310,000 compounds, 0.49% hits. Q9QUQ5. B-score at 10 µM;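 active means B-score above 5 SD of library B-scores, and initial fluorescence ratio not above library mean plus 5 SD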;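 further: positive B-score marks a calcium rise read as TRPC4 activation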
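Assay system: HEK293 stable line with TRPC4beta plus mu-opioid receptor; schedule: 45 min room-temperature Fluo4 loading, 110 s read; technique: kinetic Fluo4 calcium fluorescence; evaluation: integrated baseline-normalised fluorescence ratio, converted to per-well B score; controls: buffer (low) and maximal DAMGO (high)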
MrgX1 antagonist: blocks BAM8-22 activation of human MrgX1 receptor; MRGX1-HEK293 calcium flux, Fluo-4, BAM8-22 antagonism; hits give low values; B-score at 10 µM; 310,000 compounds, 1.3% hits; AID 588676;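 active means calcium-response B-score plate-corrected more than 3 library SD below zero, starting fluorescence within 5 deviations, no agonist response on first addition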;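 further: peak minus trough fluorescence over baseline after final BAM8-22 challenge near maximal dose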
TRPC4 potent: allosteric potentiators of mouse TRPC4 channel; Q9QUQ5; HEK293 TRPC4beta/mu-opioid, DAMGO EC20, Fluo-4 Ca2+ flux; hits give high values; B-score at 10 µM; 310,000 compounds, 0.42% hits; AID 2227;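 active means B-score of calcium response area above 5 SD of library B-scores, with initial fluorescence ratio within 5 SD of library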;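 further: B-score of integrated fluorescence ratio over time as area under calcium response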
Starred values were filed as active, the others as inactive; i = inactive; . = no result given.

SMILES	TRPC4 block	TMEM16A act	TRPC6 activator	SKKanGAS inh	ANO1 block	MrgX1 agonist	TRPC6 inhibitor	MrgX1 allo act	TRPC4 act	MrgX1 antagonist	TRPC4 potent
O=C(c1ccc(=O)oc1)N1CCOCC1	i	i	i	-0.2	i	i	i	i	i	i	i
O=C(CN1c2cccc3cccc(c23)S1(=O)=O)NCc1ccc2c(c1)OCO2	i	i	i	6.8	i	i	i	i	i	i	i
CCN(CC)c1ccc(/C=N/NC(=O)c2c[nH]c3ccccc23)cc1	i	i	i	-3.0	i	i	i	i	i	i	i
c1coc(-c2ccnc(-n3cccc3)n2)c1	i	i	i	4.2	i	i	i	i	i	i	i
CCOC(=O)CC(NC(=O)c1cccc2c1C(=O)N(Cc1cccnc1)C2)c1ccc(OC(C)C)cc1 (stereo unspecified)	i	i	i	-1.0	i	i	i	i	i	i	i
COc1ccc(S(=O)(=O)N2CCCC2C(=O)NCc2ccccc2Cl)cc1 (stereo unspecified)	i	i	i	-1.1	i	i	i	i	i	i	i
CCn1c(SCC(=O)N/N=C/c2ccc(C)o2)nnc1-c1ccc(C)cc1	i	i	i	0.4	i	i	i	i	i	i	i
CCOC(=O)N1CCC(N2C(=O)c3ccccc3C2Nc2ccc(S(=O)(=O)N(CC)CC)cc2)CC1 (stereo unspecified)	i	i	i	-11.9	i	i	i	i	i	i	i
COC(=O)C1=C(Nc2ccccc2NC(=O)c2ccccc2C(=O)O)CSC1	i	i	i	2.6	i	i	i	i	i	i	i
CCC(=O)OC1c2ccccc2C(=O)N1Cc1ccccc1 (stereo unspecified)	i	i	i	-0.1	i	i	i	i	i	i	i
CCOC(=O)C1=C(C)N(CCCC(=O)O)C(=O)NC1c1ccccc1OS(=O)(=O)c1ccc([N+](=O)[O-])cc1 (stereo unspecified)	i	i	i	6.5	i	i	i	i	i	i	i
O=C(COc1ccc2ccc(=O)oc2c1)Nc1cccnc1	i	i	i	-1.4	i	i	i	i	i	i	i
COc1ccc(C(C)=O)cc1CSc1nnc(C)s1	i	i	i	6.1	i	i	i	i	i	i	i
CCC(C)(C)C1CCc2[nH]nc(C(=O)NC3CCCCC3)c2C1 (stereo unspecified)	.	i	.	.	i	i	.	i	.	i	.
COC(=O)C1=C(C)NC(=O)/C1=C\c1cc(C)n(-c2c(C)cccc2C)c1C	i	i	i	-6.5	i	i	i	i	i	i	i
COc1ccccc1NC(=O)Nn1cnnc1	i	i	i	1.5	i	i	i	i	i	i	i
Cc1ccc(OCC(=O)Nc2ccccc2[N+](=O)[O-])c(Br)c1	i	i	i	1.7	i	i	i	i	i	i	i
NS(=O)(=O)c1ccc(CNC(=O)c2ccc3ccccc3n2)cc1	i	i	i	-2.8	i	i	i	i	i	i	i
CCCC(=O)Nc1nnc(SCC(=O)N2CCN(c3ccccc3)CC2)s1	i	i	i	4.4	i	i	i	i	i	i	i
CN1CCC(N2CCCC(C(=O)O)C2)CC1 (stereo unspecified)	i	i	i	-8.2	i	i	i	i	i	i	i
CC(=O)NCc1ccc(S(=O)(=O)N/N=C/c2ccc(N(C)C)cc2)cc1	i	i	i	-3.3	i	i	i	i	i	i	i
CC1(C)c2ccccc2-c2nc3ccccc3cc2C1O (stereo unspecified)	i	i	i	1.1	i	i	i	9.61*	i	i	i
O=C(NCCS(=O)(=O)NCCc1ccccc1)c1ccc2c(c1)OCO2	i	i	i	-13.8	i	i	i	i	i	i	i
Cc1ccc(-c2c(C(=O)N/N=C/c3ccc4c(c3)OCO4)nnn2-c2nonc2N)cc1	i	i	i	15.3	i	i	i	i	i	i	i
Nc1nonc1NC(=O)CSc1ncccc1C(=O)O	i	i	i	0.6	i	i	i	i	i	i	i
More records follow.
SMILES	TRPC4 block	TMEM16A act	TRPC6 activator	SKKanGAS inh	ANO1 block	MrgX1 agonist	TRPC6 inhibitor	MrgX1 allo act	TRPC4 act	MrgX1 antagonist	TRPC4 potent
COc1ccc(/C=N/NC(=O)CC(=O)NCCc2ccccc2)cc1OC	i	i	i	1.4	i	i	i	i	i	i	i
Cc1ccccc1N1CN(Cc2ccco2)CNC1=S	i	i	i	3.0	i	i	i	i	i	i	i
CCN(CC)c1ccc(CNc2ccc3c(c2)ncn3CC)cc1	i	.	i	-7.7	i	i	i	i	i	i	i
CCOC(=O)C(Oc1ccc2c(-c3ccc(OC)cc3)cc(=O)oc2c1C)c1ccccc1 (stereo unspecified)	i	i	i	-1.2	i	i	i	i	i	i	i
Cc1cc(C(F)F)nn1CC(=O)N1CCSCC1	i	i	i	-2.9	i	i	i	i	i	i	i
O=C(CN1C(=O)C2CC=CCC2C1=O)NC1CCCc2ccccc21 (stereo unspecified)	i	-22.8*	i	-1.6	i	i	i	i	i	i	i
COc1ccc(NC(=O)CSc2nnc(-c3ccoc3C)n2CC2CCCO2)cc1 (stereo unspecified)	i	i	i	-1.8	i	i	i	i	i	i	i
O=C(C(c1ccccc1)c1ccccc1)N1CC[C@@]2(O)CCCC[C@H]2C1	i	i	i	3.5	i	i	i	i	i	i	i
COC(=O)c1ccc(Oc2c(C(F)(F)F)oc3c(CN4CCN(C)CC4)c(O)ccc3c2=O)cc1	i	i	i	-3.9	i	i	i	i	i	i	i
COc1cc2c(cc1NC(=O)c1ccc(C)c([N+](=O)[O-])c1)oc1ccccc12	i	i	i	5.9	i	i	i	i	i	i	i
CC(Nc1ccc(F)cc1)=[N+](C)CCNS(=O)(=O)c1ccc(Cl)cc1	i	i	i	-0.1	i	i	i	i	i	i	i
CCc1nc(SCC(=O)N2c3ccccc3CC2C)c2c(C)c(C)sc2n1 (stereo unspecified)	i	i	i	50.5*	i	i	i	i	i	i	i
COCCNc1ccc(S(=O)(=O)N2CCCC2)cn1	i	i	i	2.6	i	i	i	i	i	-5.01*	i
O=C(NCCC1=CCCCC1)C1CCCN(S(=O)(=O)c2ccc(F)cc2)C1 (stereo unspecified)	i	i	i	-3.0	i	i	i	i	i	i	i
CN(CC(=O)N1CCN(c2ccccn2)CC1)S(=O)(=O)c1ccc2ccccc2c1	i	i	i	-5.4	i	i	i	i	i	i	i
Cc1ccccc1N=Nc1c(N)n[nH]c1N	i	i	i	0.8	i	i	i	i	i	i	i
CC1CCCC(C)N1C(=O)COC(=O)Cc1ccc(Cl)cc1 (stereo unspecified)	i	i	i	0.8	i	i	i	i	i	i	i
Nn1c(N2CCCCC2)nc2ccccc21	i	i	i	5.0	i	i	i	i	i	i	i
COC(=O)C1=C(C)NC(C)=C(C(=O)OC)C1c1cc2cc(C)ccc2[nH]c1=O	i	.	i	-0.2	i	i	i	i	i	i	i
Cc1cccc(NC(=O)c2oc3c(c2C)C(=O)CC(C)(C)C3)n1	i	i	i	-0.1	i	i	i	i	i	i	i
Cc1ccn2c(NC(=O)c3ccccc3)c(-c3ccccc3)nc2c1	i	i	i	-10.3	i	i	i	i	i	i	i
CCCCc1nn2c(N)c(/C=C3\C=Nc4ccccc43)c(=O)nc2s1	i	i	i	32.4	i	i	i	i	i	i	i
Cc1ccc(S(=O)(=O)Nc2ccccc2C(=O)N2CCCCCC2)cc1	i	i	i	-3.1	i	i	i	i	i	i	i
O=C(Nc1cccnc1)c1cccc(F)c1	i	i	i	-14.6	i	i	i	i	i	i	i
Cn1cnnc1SCC(=O)c1ccc2c(c1)OCO2	i	i	i	1.1	i	i	i	i	i	i	i
New compounds follow.
SMILES	TRPC4 block	TMEM16A act	TRPC6 activator	SKKanGAS inh	ANO1 block	MrgX1 agonist	TRPC6 inhibitor	MrgX1 allo act	TRPC4 act	MrgX1 antagonist	TRPC4 potent
Cc1ccc(NC(=O)CSCC(=O)Nc2sccc2C#N)cc1	i	i	i	-5.4	i	i	i	i	i	i	i
Cc1c(C)n2c(SCC(=O)Nc3cccc4ccccc34)nnc2[nH]c1=O	i	i	i	17.5	i	i	i	i	i	i	i
CCOC(=O)N1CCN(C(=O)C(C)n2nc(C)n3c(cc4sccc43)c2=O)CC1 (stereo unspecified)	i	i	i	-2.7	i	i	i	i	i	i	i
CCOC(=O)/C=C1\NC(=O)CS1	i	i	i	4.2	i	i	i	i	i	i	i
CC(C)c1cc(N2CCOCC2)n2ncc(-c3ccccc3)c2n1	i	i	i	-4.0	i	i	i	i	i	i	i
O=C(Nc1nc(-c2ccccc2)cs1)c1cccs1	i	i	i	3.3	25*	i	i	i	i	i	i
COc1ccc(-c2ccc(=O)n(Cc3cccc(Cl)c3)n2)cc1	i	i	i	18.6	i	i	i	7.85*	i	i	i
CC(C)(Oc1ccc(Cl)cc1)C(=O)Nc1ccncc1	i	i	i	-3.9	i	i	i	i	i	i	i
CCCOC(=O)c1c(-c2ccc(C)cc2C)csc1NC(=O)C1C2CCC(O2)C1C(=O)O (stereo unspecified)	i	i	i	22.0	i	i	i	i	i	i	i
O=C(Oc1ccc(C(=S)N2CCOCC2)cc1Br)c1ccccc1F	i	i	i	0.3	i	i	i	i	i	i	i
O=S(=O)(Cc1ccc(Cl)cc1)C1CCCCC1O (stereo unspecified)	i	i	i	17.4	i	i	i	i	i	i	i
COc1cc2[nH]c(=O)n(CCC(=O)N3CCN(c4cc(Cl)ccc4C)CC3)c(=O)c2cc1OC	i	i	i	9.9	100*	i	i	i	i	i	i
COc1ccc(S(=O)(=O)N2CCC(C(=O)NCCN3CCOCC3)CC2)cc1C	i	i	i	-2.1	i	i	i	i	i	i	i
S=c1nc2ccccc2c2nc(-c3ccccc3Br)[nH]n12	i	i	i	43.0	i	i	i	i	i	i	i
CCOC(=O)C1(Cc2cccc(OC)c2)CCN(CC2CC=CCC2)CC1 (stereo unspecified)	-5*	i	i	-35.6	i	i	i	i	i	i	i
Cc1ccc(/C=N\NC(=O)Cn2c(C)nc3ccccc32)o1	i	i	i	-1.4	i	i	i	i	i	i	i
CC(C)c1ccc(NC(=O)C2CCN(S(C)(=O)=O)CC2)cc1	i	i	i	1.4	i	i	i	i	i	i	i
Cc1ccc(C)c(NC(=O)c2cc(-c3cccnc3)nc3ccccc23)c1	i	i	i	1.7	i	i	i	i	i	i	i
COc1ccc(OC)c(S(=O)(=O)N2CCC(C(=O)NCc3cccnc3)CC2)c1	i	i	i	-1.1	i	i	i	i	i	i	i
